High-throughput results deposited in PubChem by National Center for Advancing Translational Sciences (NCATS).
Menin-MLL TR inh – displaces Texas Red mutant MLL peptide from human menin | AID 1768 | Potency, µM (series often up to 61.6 µM), for inactives: at the top dose FP activity change, negative = inhibition, usual class: inhibitors | O00255 | hit rate 0.23% among 270,000 | Menin + Texas Red MLL mutant peptide, fluorescence polarization; active = well fitted inhibition curve with a large enough effect in the polarisation, with a control signal flat, not every such curve was filed as active; inconclusive = small, poorly fitted or top-dose-only effect, or effect the other way, or a change in a side signal; inactive = no such curve, though single readings can be large or run the other way; the % refers to the polarisation; also: potency is read from the fitted curve at half-maximal effect; % of control where 0% means no effect; many of its hits are not listed in these tables
FBPA coupling cs – coupling enzyme interference in Giardia aldolase counter-screen | coupling enzyme system counterscreen, AmpLite Red fluorescence | activity change, negative = inhibition, % at 58.2 µM, hits read low | hit rate 0.67% among 290,000 | AID 2472; in the data active = activity change below about -30%; also: % is scaled to controls: 0 for no effect and ±100 for the full control effect
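First, compound is pin-transferred into glyceraldehyde-3-phosphate coupling-enzyme reagent at 57.5 uM final and held 10 min at RT. Next, substrate, coupling system and AmpLite Red are added. After 20 min RT, fluorescence (525/598 nm) is read.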
CXXC DNA block – MLL CXXC-DNA interaction inhibition. Q03164. Potency, µM (doses to about 115 µM), without a hit: at the top dose activity change, negative = inhibition, most hits filed as inhibitors. AID 2662. MLL-CXXC / FITC-HOXA9 DNA fluorescence polarization. hit rate 0.037% among 290,000; active = well fitted inhibition curve with a large enough effect in the polarisation, with a control signal flat, not every such curve was filed as active; inconclusive = small, poorly fitted or top-dose-only effect, or effect the other way, or a change in a side signal; inactive = no such curve, though single readings can be large or run the other way; the % refers to the polarisation; also: potency is read from the fitted curve at half-maximal effect
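Fluorescence polarization: 7 uM MLL-CXXC (stock) preincubated 5 min with compounds, then 50 nM fluorescein-HOX-A9 DNA (stock) added; 30 min ambient. Buffer 50 mM Tris-HCl pH 7.5, 50 mM NaCl, 1 mM DTT, 0.05% BSA.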
PKM2 activator – increases activity of human pyruvate kinase M2; P14618; purified PKM2, Kinase-Glo ATP luminescence, activation; response scale: 0% is enzyme alone, no compound; Potency, µM (titrated, usually from 57.5 µM), for inactives: at the highest dose activation, most hits filed as activators; hit rate 0.34% among 260,000; AID 1631; also: potency is read from the fitted curve at half-maximal effect; % is scaled to controls: 0 for no effect and ±100 for the full control effect; nearly all actives have a fitted effect of over 55% in size
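Kinase-Glo luminescence reports ATP generated from ADP (0.1 mM) and PEP (0.5 mM) by purified hPK-M2 after 1 h at room temperature, pH 7.2 imidazole buffer; intermediate enzyme activity allows detecting inhibitors and activators.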
Giardia kill – Giardia lamblia killing; Giardia lamblia trophozoite viability; AID 540267; activity change, % at 7.66 µM, hits read low; hit rate 0.15% among 340,000; in the data active = activity change below about -80%; inconclusive = between about -30% and that limit;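 also: parasites exposed to compound for two days anaerobically before the ATP read; % is scaled to controls: 0 for no effect and ±100 for the full control effect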
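Viability, read as ATP luminescence: trophozoites at 100 cells/well, compound added, 48 hrs anaerobic at 37 deg C, then 15-30 min room-temperature development before reading.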
USP2a inh – USP2a (human) protease inhibition | Potency, µM (top dose mostly 38.3 µM), without a hit: at the top dose activity change, negative = inhibition, hits mostly inhibitors | USP2 core, Ub-CHOP2 coupled fluorogenic reporter, 485/531 | O75604 | hit rate 0.01% among 330,000;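 also: potency is read from the fitted curve at half-maximal effect; plate controls were DMSO wells for no effect and full inhibition by NEM control for full effect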
Target sequence (O75604 whole entry, looked up): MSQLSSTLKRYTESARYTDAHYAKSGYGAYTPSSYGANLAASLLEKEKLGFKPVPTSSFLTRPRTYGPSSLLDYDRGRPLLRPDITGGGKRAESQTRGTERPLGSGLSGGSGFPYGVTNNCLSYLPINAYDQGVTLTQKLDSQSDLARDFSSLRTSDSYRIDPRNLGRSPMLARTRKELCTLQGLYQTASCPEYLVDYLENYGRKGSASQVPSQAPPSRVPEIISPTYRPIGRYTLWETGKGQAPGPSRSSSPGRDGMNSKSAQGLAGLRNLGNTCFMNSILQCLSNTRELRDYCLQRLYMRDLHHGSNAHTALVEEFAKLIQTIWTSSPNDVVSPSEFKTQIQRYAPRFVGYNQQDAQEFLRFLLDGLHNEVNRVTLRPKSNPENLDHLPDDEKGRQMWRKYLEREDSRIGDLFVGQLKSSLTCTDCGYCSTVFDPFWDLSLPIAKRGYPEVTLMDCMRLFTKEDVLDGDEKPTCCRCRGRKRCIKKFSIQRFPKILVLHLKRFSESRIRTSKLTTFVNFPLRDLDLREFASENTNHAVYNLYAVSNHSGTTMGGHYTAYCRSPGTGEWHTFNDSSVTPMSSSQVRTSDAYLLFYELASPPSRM
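Cell-free coupled assay: 10nM USP2 core preincubated 30min RT with compound in Tris-HCl pH 8.0/CaCl2/CHAPS buffer, then 25nM Ub-CHOP2 and 25nM reporter substrate; fluorescence (Ex 485/Em 531) read after 60min RT, normalized to NEM inhibition, concentration-response curves fitted.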
KCNH2 3.1 inh – inhibitors of human KCNH2 3.1 potassium channel isoform; U2OS KCNH2 3.1, thallium flux FluxOr; active compounds read low; activity change, % (tested at about 1.8 µM); hit rate 0.95% among 340,000;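 active = maximum activity change below -70%; inconclusive = maximum activity change from -70% to -50%; inactive = maximum activity change above -50%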;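 also: thallium influx rate constant from kinetic fluorescence after stimulation buffer; % is scaled to controls: 0 for no effect and ±100 for the full control effect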
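Thallium flux read-out: FluxOr dye with Red40 quencher in HBSS/HEPES, 45 min at RT. Rate constants from kinetic reads were normalized to positive and negative DMSO controls. Cells: U2OS virally expressing the 3.1 isoform.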
TRPV1 ag – agonists of human vanilloid receptor 1 (TRPV1) | activation, % at 8.33 µM | hit rate 0.19% among 320,000 | Q8NER1 | AID 540275 | TRPV1-expressing cells, Fluo-8 calcium influx, agonist mode; in the data active = activation above about 80%; inconclusive = between about 30% and that limit; also: 0% is about no effect
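TRPV1-expressing cells were cultured overnight at 35.5C and loaded with Fluo-8 calcium dye for 40 to 90 min at room temperature. After a 10 s baseline, compound was added and calcium influx was read kinetically for 3 min (ex 480/em 520 nm).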
hERG WT inh – inhibitors of human wildtype KCNH2 potassium channel. hit rate 0.37% among 340,000. AID 720551. Q12809. U2OS, BacMam KCNH2, thallium flux FluxOr; active compounds read low. activity change, % at 1.84 µM;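 active = maximum activity change below -70%; inconclusive = maximum activity change between -70% and -50%; inactive = maximum activity change above -50%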; also: % is scaled to controls: 0 for no effect and ±100 for the full control effect
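U2OS cells were transduced with wild-type KCNH2 virus (2.03 x 10^8 / mL) for 4 h at room temperature, then cultured overnight at 37 C. Thallium flux was read with FluxOr dye. Rate constants were normalized to DMSO controls.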
B2AR arrestin – beta2AR (human) beta-arrestin recruitment activity | beta-arrestin recruitment to beta2AR, cell-based reporter | P07550 | AID 492947 | Potency, µM (titrated, usually from 46.1 µM), without a hit: at the highest dose activation, hits mostly activators | hit rate 0.02% among 330,000;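 also: potency is read from the fitted curve at half-maximal effect; 0% = DMSO controls and full agonism = EC100 isoproterenol or metaproterenol; nearly all actives have a fitted effect of over 65% in size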
Target sequence (P07550 whole entry, looked up): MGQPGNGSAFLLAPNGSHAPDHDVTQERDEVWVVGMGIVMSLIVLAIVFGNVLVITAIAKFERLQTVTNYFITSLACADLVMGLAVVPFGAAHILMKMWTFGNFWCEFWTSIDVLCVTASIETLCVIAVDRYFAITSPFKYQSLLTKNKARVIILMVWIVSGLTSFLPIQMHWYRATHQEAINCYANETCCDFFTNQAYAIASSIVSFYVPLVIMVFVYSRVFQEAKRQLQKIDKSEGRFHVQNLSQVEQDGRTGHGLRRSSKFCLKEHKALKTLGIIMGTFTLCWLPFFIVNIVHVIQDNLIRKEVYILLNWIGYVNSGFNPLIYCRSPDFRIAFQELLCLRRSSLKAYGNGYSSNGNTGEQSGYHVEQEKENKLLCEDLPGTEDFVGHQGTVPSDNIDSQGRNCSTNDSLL
GALK inhibitor – inhibitors of human galactokinase | hit rate 0.007% among 270,000 | Potency, µM (doses to about 57.5 µM), for the others: at the highest dose activity change, negative = inhibition, actives largely listed as inhibitors | P51570 | Purified GALK, Kinase-Glo residual ATP luminescence; also: potency is read from the fitted curve at half-maximal effect; % is scaled to controls: 0 for no effect and ±100 for the full control effect
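Human GALK (5 nM) with 35 uM ATP and 100 uM galactose in 20 mM HEPES pH 8.0, 5 mM MgCl2, 60 mM NaCl, 1 mM DTT, 0.01% BSA. After 1 h at room temperature, leftover ATP was read by Kinase-Glo Plus luminescence.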
* = called active by the depositor; ? = inconclusive; · = not tested or not shown; [ ] = dose if it differs, or a comment. Unless noted, calls follow the shape of the dose curve; as a rule, active = well fitted curve in the direction sought with a large enough effect; inconclusive = small, poorly fitted or top-dose-only effect, or another doubt; inactive = no such curve, though single readings can be large; an effect the other way counts as inactive or inconclusive.

SMILES | Menin-MLL TR inh | FBPA coupling cs | CXXC DNA block | PKM2 activator | Giardia kill | USP2a inh | KCNH2 3.1 inh | TRPV1 ag | hERG WT inh | B2AR arrestin | GALK inhibitor
CC(=O)N1c2ccc(S(=O)(=O)N3CCCC3C(=O)Nc3cccc(F)c3)cc2CC1C (stereo not given) | 8% | 1 | · | -15% | -6 | 1% | -5 | -8 | -4 | -1.0% | ·
CCCCn1c(=O)n(C)c(=O)c2c3c(sc21)COC(C)(C)C3 | -13% | 1 | 9% | -2% | 8 | -3% | -1 | 9 | -3 | -0.7% | 7%
CCSc1ccccc1C(=O)Nc1cccnc1 | -2% | -1 | 5% | -5% | 10 | 3% | 11 | -3 | 1 | 0.4% | -1%
CSCCC(NC(N)=O)C(=O)Nc1ccc2ccccc2c1 (stereo not given) | 20% | 2 | -10% | · | 3 | 2% | -23 | -3 | -12 | -0.1% | 3%
Nc1nonc1C(=O)N/N=C/c1ccncc1 | 1% | 2 | 0% | -16% | 28 | 2% | 9 | ? | -2 | -0.8% | -2%
CCOC(=O)c1cn2nc(Oc3ccccc3)ccc2n1 | · | 3 | -1% | 2% | -28 | 2% | 8 | 1 | -2 | -0.1% | 1%
COc1ccc(/C=C/C(=O)NC(=S)N2CCN(C)CC2)cc1 | 3% | 2 | -6% | -4% | 22 | 3% | 12 | 0 | 3 | -0.1% | -2%
Nc1cc(=O)[nH]c(SCC(=O)Nc2cc(S(=O)(=O)N3CCCCCC3)ccc2Cl)n1 | · | · | · | · | 14 | -1% | 8 | · | 2 | -0.2% | ·
O=C(NCc1ccc2c(c1)CCO2)Nc1cccc(C(F)(F)F)c1 | · | -4 | 0% | 1% | -8 | 2% | -13 | 20 | -1 | -0.2% | -3%
CN1c2ccccc2C(=O)/C(=C\Nc2ccc(F)cc2)S1(=O)=O | · | 0 | 2% | -2% | -4 | -1% | 0 | 1 | -2 | -0.6% | 14%
C=CC[n+]1c(-c2ccc(Cl)cc2Cl)csc1Nc1c(C)n(C)n(-c2ccccc2)c1=O | ? | 1 | -2% | 17% | 7 | -9% | -5 | 1 | 16 | 6.4% | 1%
O=C(O)CSc1c2c(nc3cc(C(=O)Nc4ccc(F)c(Cl)c4)ccc13)CCCC2 | · | · | -4% | · | 8 | -1% | ? | -1 | 2 | 0.0% | 2%
COc1ccccc1NS(=O)(=O)c1cccc(NC(=O)c2nn(C)c(=O)c3ccccc23)c1 | · | · | · | · | -14 | -10% | 2 | 0 | 5 | -0.8% | ·
Cc1ccc(NC2=C(Cl)C(=O)OC2OC(=O)c2ccco2)cc1C (stereo not given) | 4% | 0 | -5% | 7% | 4 | 2% | -6 | -3 | -3 | -0.3% | 0%
c1ccc(C(c2nnnn2Cc2ccco2)N2CCN(C3CCCC3)CC2)cc1 (stereo not given) | 8% | 0 | 0% | -9% | 6 | 2% | -9 | -1 | 90 | 0.4% | 1%
Cn1nccc1C(=O)Nc1ccn(C23CC4CC(CC(C4)C2)C3)n1 | -10% | 0 | 13% | -11% | 2 | 2% | -4 | ? | 0 | -0.1% | 2%
CCCCn1c(SCC(=O)NC2CC(C)(C)NC(C)(C)C2)nc2cc(S(N)(=O)=O)ccc21 | · | -1 | 3% | -1% | 6 | -2% | -2 | -1 | 2 | -0.3% | -2%
O=C(NCC(F)(F)F)Nc1cccnc1 | 18% | -1 | 1% | -5% | -16 | 7% | 6 | 12 | 5 | -0.1% | 1%
O=C(C[C@H]1C/C=C\CC[C@@H](Cc2ccc(F)cc2)C(=O)OC[C@H]2CCCN2C1=O)NCCO | · | · | · | · | 2 | 1% | 6 | · | 27 | 0.0% | ·
Cc1ccc(/C=C2\CCn3c2nc2cc(C(=O)O)ccc2c3=O)c(C)c1 | 21% | 0 | 0% | 1% | 26 | 4% | 3 | -7 | 2 | 0.2% | 2%
CCOc1ccc(NC(=O)CN(C)C(=O)c2ccccc2-n2cnnn2)cc1OCC | · | · | · | · | 25 | 1% | 12 | -3 | 0 | -0.2% | ·
COc1ccc(N(CC(=O)NCc2ccco2)S(C)(=O)=O)cc1OC | 4% | -1 | 10% | 0% | -3 | 2% | -7 | 0 | -7 | -1.5% | 2%
CCOc1ccc(N(CC(=O)N2CCc3ccccc32)S(=O)(=O)c2c(C)noc2C)cc1 | -8%[11.7 µM] | -4 | -2% | 2% | -23 | 0% | -6 | · | -7 | -0.4% | 3%
COC(=O)c1ccccc1S(=O)(=O)NC(=O)c1ccccc1 | 4% | 3 | -1% | -3% | 0 | 2% | 6 | 3 | -6 | -1.0% | 3%
CCCCCCC1CC(CCc2nc(=S)[nH][nH]2)C(=O)O1 (stereo not given) | -12% | -2 | 4% | 8% | 2 | -2% | -10 | 14 | -21 | -0.4% | 1%
Following part
SMILES | Menin-MLL TR inh | FBPA coupling cs | CXXC DNA block | PKM2 activator | Giardia kill | USP2a inh | KCNH2 3.1 inh | TRPV1 ag | hERG WT inh | B2AR arrestin | GALK inhibitor
C/C(=N\NC(=O)C1CC1)c1ccccc1O | 13% | -3 | 6% | 6% | -14 | 0% | 1 | 0 | 10 | -1.0% | 8%
CCOc1ccc(-c2cc(NC(=O)c3c(F)cccc3F)c(C(=O)O)s2)cc1 | ? | -2 | ? | · | -8 | -10% | 17 | -4 | 0 | 0.2% | ·
COc1cccc(-c2cc(C(=O)Nc3cccnc3Cl)no2)c1 | 7% | 3 | 21% | -9% | -11 | -2% | -3 | 0 | -8 | 0.2% | -2%
CSc1sc(-c2n[nH]c(=S)n2C)c2c1C=CCC2 | · | -34* | -1% | 15% | 15 | -1% | 4 | 4 | 4 | -0.3% | 4%
COc1ccc(N2C(=O)CC(N3CCC(c4nc5ccccc5[nH]4)CC3)C2=O)cc1 (stereo not given) | 12% | 1 | -13% | -3% | -6 | -1% | -3 | -3 | -3 | -0.1% | 1%
Cc1ccc(NC(=O)c2cccc(OCc3c(C)noc3C)c2)cc1S(=O)(=O)Nc1ccccc1Cl | -4% | -1 | 21% | -1% | -11 | -12% | 8 | -4 | -1 | 0.2% | -4%
Cc1oc2c(C)c3oc(=O)c(CCC(=O)NCCCN4CCCC4=O)c(C)c3cc2c1C | -30% | -1 | -4% | 1% | -1 | -2% | -5 | 2 | -5 | -1.0% | ·
O=C(NC(Cc1ccccc1)C(=O)O)/C(=C/c1cccc([N+](=O)[O-])c1)NC(=O)c1cccc(Br)c1 (stereo not given) | 18% | 14 | 10% | · | -3 | 1% | 9 | 1 | -13 | -0.3% | 0%
Cc1nc2nc[nH]n2c(=O)c1CC(=O)O | 2% | 4 | -2% | 10% | -14 | 3% | 1 | -2 | 7 | 0.2% | 1%
CC(C)CNS(=O)(=O)c1ccc(S(=O)(=O)N2CCC(N3CCCCC3)CC2)cc1 | -11% | 2 | 4% | · | 11 | 0% | -7 | -4 | -2 | -0.4% | 0%
CC(=O)c1c(C)[nH]c(C(=O)Nc2cccc(S(=O)(=O)N3CCOCC3)c2)c1C | 6% | 8 | 10% | 22% | 0 | 4% | 4 | -5 | 3 | 0.1% | 0%
CC(C)(C)c1cc(C(=O)NN)n(Cc2ccc(F)cc2)n1 | · | 4 | -3% | 22% | -25 | -1% | 12 | ? | 9 | 0.0% | -1%
Cc1noc(NS(=O)(=O)c2ccc(NC(=O)COc3ccc(Cl)cc3Cl)cc2)c1C | ? | 19 | 12% | -15% | 11 | 1% | -14 | -1 | -12 | -0.2% | -3%
Cc1ccc(CSCC2Nc3ccc(C(=O)N4CCN(c5cccc(C)c5)C(C)C4)cc3NC2=O)cc1 (stereo not given) | 11% | -1 | 13% | 11% | · | -1% | · | -4 | · | -0.9% | -2%
CCn1c(COc2ccccc2)nnc1SCC(=O)c1cccc([N+](=O)[O-])c1 | 0% | · | 0% | 4% | 4 | 0% | -30 | 5 | -13 | -1.5% | -4%
CCOC(=O)c1csc(NC(=O)c2ccccc2)n1 | 7% | 0 | -3% | -20% | -2 | -1% | 4 | 0 | 3 | 0.2% | 1%
O=C(O)/C=C/C(=O)N(Cc1ccc2c(c1)OCO2)C1CC(=O)N(CCc2ccccc2)C1=O (stereo not given) | 17% | -1 | -10% | -5% | ? | 9% | 19 | 4 | · | 0.3% | -1%
CCN(C[C@H]1N[C@@](C)(C(=O)OC)[C@H]2C(=O)N(C)C(=O)[C@@H]12)C(=O)Nc1ccc(C)cc1 | · | · | · | · | -29 | 3% | -2 | · | 7 | -1.1% | ·
O=C1/C(=C/c2ccc(F)cc2)SC(=S)N1Nc1ncc(C(F)(F)F)cc1Cl | 4% | -2 | -3% | -8% | -11 | -3% | -8 | 3 | -14 | 0.4% | 0%

Some of the compounds tested; count on the stated rates, not on these rows.
